GalR3 antag: GalR3 antagonists in HEK293 cells, primary screen, cell-based, fluorescence readout; HEK293 GalR3-CNG cAMP membrane potential fluorescence; galR3 body fused to GalR1 C-terminus; inhibition, % at 3 µM; actives 0.44% (n = 360,000); Galanin receptor type 3 (Homo sapiens), O60755; AID 651719, 2012;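 active = inhibition above the screen-wide average plus 3 SD, cut at about 13% in these data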;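 note: forskolin and galanin both at EC90 stimulate the cells; cAMP rise reported by CNG channel membrane potential dye signal; 0% = forskolin plus galanin with DMSO and 100% = forskolin alone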
Target sequence (O60755 1-299 limits assumed): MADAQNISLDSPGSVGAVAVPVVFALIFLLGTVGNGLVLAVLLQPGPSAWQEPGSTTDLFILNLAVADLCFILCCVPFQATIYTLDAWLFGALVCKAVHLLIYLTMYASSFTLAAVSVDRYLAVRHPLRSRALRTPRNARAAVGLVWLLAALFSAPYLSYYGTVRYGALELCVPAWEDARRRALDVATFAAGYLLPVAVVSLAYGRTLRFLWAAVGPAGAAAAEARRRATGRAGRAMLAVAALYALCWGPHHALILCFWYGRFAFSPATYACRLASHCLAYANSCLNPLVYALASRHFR
The depositor's hits bear a star. Not all compounds are listed; count on the stated rates, not on these rows.

GalR3 antag,Compound
-4.5,CCc1nc2ccc(C(=O)NCCOc3ccc(OC)cc3)cn2c1N(C)C(=O)C1CCCCC1
-5.8,O=C(Nc1cccc(Oc2ccccc2)c1)C1Cc2c(-c3ccco3)ccnc2O1 (centres undefined)
-4.8,COC(=O)C[C@H]1C=C[C@H](NS(=O)(=O)c2cn(C)cn2)[C@@H](CO)O1
1.5,O=S1(=O)N[C@H](Cc2ccccc2)COc2cccc(N3CCC[C@@H]3CO)c21
-6.3,OCc1cccc(-c2csc(C(O)c3ccco3)n2)c1 (centres undefined)
-6.6,C=CCN1C(=O)N(Cc2ccccc2)c2ccccc2S1(=O)=O
-5.8,CC1(c2nnnn2-c2ccc3c(c2)OCCO3)CCC(=O)N1Cc1cccc(C(F)(F)F)c1 (centres undefined)
-6.5,CC(C)NC(=O)C1(C)Cc2c(-c3cccc(C(N)=O)c3)ccnc2O1 (centres undefined)
-6.5,O=S1(=O)CC(N2CCC(c3ccccc3)CC2)CN1Cc1ccc(F)cc1 (centres undefined)
-6.6,CC(C)NC(=O)C1(C)CCCN1C/C=C/c1ccccc1 (centres undefined)
-5.9,Cc1cc(C)n2c(NC3CCCC3)c(-c3cccnc3)nc2n1
-2.9,CC(C)Oc1ccc(F)cc1-c1cc(C(=O)NCc2cc(C(F)(F)F)cc(C(F)(F)F)c2)[nH]n1

Overlap with the part before: seven compounds, then new ones.
GalR3 antag,Compound
-6.6,C=CCN1C(=O)N(Cc2ccccc2)c2ccccc2S1(=O)=O
-5.8,CC1(c2nnnn2-c2ccc3c(c2)OCCO3)CCC(=O)N1Cc1cccc(C(F)(F)F)c1 (centres undefined)
-6.5,CC(C)NC(=O)C1(C)Cc2c(-c3cccc(C(N)=O)c3)ccnc2O1 (centres undefined)
-6.5,O=S1(=O)CC(N2CCC(c3ccccc3)CC2)CN1Cc1ccc(F)cc1 (centres undefined)
-6.6,CC(C)NC(=O)C1(C)CCCN1C/C=C/c1ccccc1 (centres undefined)
-5.9,Cc1cc(C)n2c(NC3CCCC3)c(-c3cccnc3)nc2n1
-2.9,CC(C)Oc1ccc(F)cc1-c1cc(C(=O)NCc2cc(C(F)(F)F)cc(C(F)(F)F)c2)[nH]n1
-6.9,CCCCCCn1cc(CN2CC(N(C)C)CS2(=O)=O)nn1 (centres undefined)
-6.7,COc1cccc(CNC(=O)[C@H]2CCCN2C(=O)C2CCCN2C(=O)c2ccc(OC)c(F)c2)c1 (some centres undefined)
-5.2,Cc1ccc(-c2csc(C(O)c3ccc(F)c(F)c3)n2)cc1C (centres undefined)
-7.1,N#CCc1ccc(-c2cccc3nccn23)cc1
-5.8,Cc1ccc(CN2C(=O)C(CC(C)C)Nc3ncnc(N4CCCCC4)c32)cc1 (centres undefined)
-3.2,O=C(NCCN1CCC(n2c(=O)[nH]c3ccccc32)CC1)c1ccc(Cl)cc1
2.8,CC(C)NC(=O)C1(C)CN(S(C)(=O)=O)CC(=O)N1Cc1ccco1 (centres undefined)
-7.8,CCOC(=O)C1=CCN(S(=O)(=O)c2ccccc2C)C1c1cccc(Cl)c1 (centres undefined)
-6.9,CCc1nc2ccc(C(=O)Nc3cc(-c4ccccc4)ccc3OC)cn2c1N(CC)Cc1cccc(Br)c1
-1.9,O=C1NC[C@H](CCCCN2C[C@H](Cc3ccccc3)N(CCc3ccccc3)C(=O)C2=O)N(CCC2CCCCC2)C1=O
-3.0,CC(C)OC(=O)N(C)C[C@H]1OCc2cn(nn2)CCCC(=O)N([C@@H](C)CO)C[C@@H]1C
-7.7,CC(C)C[C@@H](COCc1ccc([N+](=O)[O-])cc1)N1CCN(C(=O)c2ccc(C(F)(F)F)cc2)CCC1=O
-3.0,CC1(C(=O)NS(=O)(=O)c2cccc(Cl)c2)CCN1C(=O)C1CCCCC1 (centres undefined)
-3.1,Cn1cc(-c2csc(C(C)(O)c3cccnc3)n2)cn1 (centres undefined)
-5.6,CCOC(=O)N(C)[C@H]1C[C@H]2c3[nH]c4ccccc4c3CCN2C(=O)[C@H]1[C@H](C)O
-6.1,O=C1NC[C@H](CCCCN2C[C@H](Cc3ccc(O)cc3)N(CCC3CCCCC3)C(=O)C2=O)N(CCc2ccc(O)cc2)C1=O
-4.9,O=C1NC[C@H](CCCCN2C[C@@H](Cc3ccccc3)N(CCC3CCCCC3)C(=O)C2=O)N(CCC2CCCCC2)C1=O
-7.8,COC(=O)[C@@]12C[C@@H](CC(=O)NCC34CC5CC(CC(C5)C3)C4)C(=O)N(Cc3ccc4c(c3)OCO4)C1=CCC(C)(C)C2
-3.8,C[C@@H]1CC2=C(C(=O)OC(C)(C)O2)[C@@H](C2CC2)O1
-1.5,CCCCNC(=O)C1(C)CCN1C(=O)c1ccc2ccccc2n1 (centres undefined)
-4.1,COc1cccc(C(O)c2nc(-c3cc(F)cc(F)c3)cs2)c1 (centres undefined)
-9.9,CC1=C(C(=O)N(C(C)C)C(C)C)CC(CC(=O)NC2CCCC2)C(=O)N1Cc1ccc(C(C)(C)C)cc1 (centres undefined)
-4.4,O=C(NN=Cc1ccccc1Cl)C(=O)Nc1cccc(C(F)(F)F)c1
-4.0,CCCCCc1c(-c2ccccc2F)ncn1CCc1ccccc1OC
-3.4,CC(C)C(=O)N1CCCC1(C)C(=O)NCc1ccc(Cl)cc1 (centres undefined)
-7.9,N#Cc1cccc(C=C(C(=O)c2ccccc2)c2ccccc2)c1
-4.0,COCCCn1cc(CN2CC(N3CCN(Cc4ccccc4F)CC3)CS2(=O)=O)nn1 (centres undefined)
-7.4,C#CCOc1ccccc1C(=O)NNc1ccc([N+](=O)[O-])cc1[N+](=O)[O-]
-4.7,OC[C@@H]1CN(Cc2ccncc2)C[C@H](n2cnc3c(N4CCCC4)ncnc32)O1
-5.4,COC(=O)CCC[C@H](C)[C@@H](NS(=O)(=O)c1ccc(C)cc1)C(C)(C)C
2.1,CCC1OC(C)Cc2[nH][nH]c(=O)c21 (centres undefined)
-9.4,CCC1CCCCN1C(=S)NN=C(C)c1ccccn1 (centres undefined)
-7.8,CC(C)CNc1cccc2c1S(=O)(=O)N(Cc1ccc(F)cc1)[C@@H](C)[C@H](c1ccccc1)O2
-5.8,COc1ccc(CN2C(=O)CCC2(C)c2nnnn2-c2c(C)cccc2C)cc1OC (centres undefined)
-1.1,CC(=O)Nc1cccc(-c2ccnc3c2CC(C)(C(=O)NCCc2ccccc2)O3)c1 (centres undefined)
-4.5,COc1ccc(S(=O)(=O)N2CCCc3nc(-c4ccccc4)ccc32)cc1
-6.0,Cc1cc(C)cc(CC(=O)N2CCC2(C)C(=O)NS(=O)(=O)c2cccc(F)c2)c1 (centres undefined)
-5.5,COc1ccc(C(C(=O)Nc2c(C)cccc2C)n2c(=O)c(-c3ccccc3)nc3ccccc32)cc1 (centres undefined)
-6.2,Nc1[nH]c(C(=O)c2ccccc2)c(-c2ccc([N+](=O)[O-])cc2)c1C(=O)NCCc1c[nH]c2ccccc12
-4.5,CC(C)c1cc(C(=O)NCc2ccc(F)cc2)c(N)s1
-6.2,CCCCNc1cccc2c1S(=O)(=O)N[C@H](C)CO2
-6.7,COCCNC(=O)C1(C)CCN(C(=O)Cc2ccc(OC)c(OC)c2)C1 (centres undefined)
-6.3,Nc1nc2c(ncn2[C@@H]2O[C@H](C(=O)N[C@H](Cc3ccccc3)C(=O)NCCCc3ccccc3)[C@@H](O)[C@H]2O)c(=O)[nH]1
-6.2,COc1ccc(S(=O)(=O)N(C)C[C@H]2OCc3cn(nn3)CCCC(=O)N([C@@H](C)CO)C[C@@H]2C)cc1
-3.4,COC(=O)c1ccc(Cn2c(C)c(C(=O)NCc3ccc([N+](=O)[O-])cc3)sc2=O)o1
-7.2,COC(=O)[C@@]12C[C@@H](CC(=O)NCc3ccccc3)C(=O)N(Cc3ccc4c(c3)OCO4)C1=CCC(C)(C)C2
-6.4,O=C(NCc1ccccc1)c1cc(C2COCCN2S(=O)(=O)c2cccs2)on1 (centres undefined)
1.1,C[C@H](CO)N1C[C@H](C)[C@H](CN(C)C(=O)Nc2ccc(F)cc2)Oc2ncc(Br)cc2C1=O

Not a retest: two of the compounds above.
GalR3 antag,Compound
-6.4,O=C(NCc1ccccc1)c1cc(C2COCCN2S(=O)(=O)c2cccs2)on1 (centres undefined)
1.1,C[C@H](CO)N1C[C@H](C)[C@H](CN(C)C(=O)Nc2ccc(F)cc2)Oc2ncc(Br)cc2C1=O

Remaining list, next part.
GalR3 antag,Compound
-7.8,CCCNC(=O)C1(C)CCCN(C(=O)Cc2ccc3ccccc3c2)C1 (centres undefined)
-3.3,CCCNC(=O)N1C[C@H](O)COC[C@H]2O[C@@H](CC(=O)N[C@@H]3CCN(Cc4ccccc4)C3)CC[C@@H]21
-3.9,CC1(C(=O)NS(=O)(=O)c2ccc(Br)cc2)CCN1C(=O)C/C=C/c1ccccc1 (centres undefined)
-6.8,COCCNC(=O)C1CCCN(C(=O)c2cc(C)nn2C(C)(C)C)CC1 (centres undefined)
-3.6,COC(=O)[C@]12C[C@H](CC(=O)NCC34CC5CC(CC(C5)C3)C4)C(=O)N(Cc3ccccc3)C1=C[C@H](C(C)(C)C)O[C@@H]2C
0.4,CC(=O)c1cccc(-c2ccnc3c2CC(C(=O)NC(C)C)O3)c1 (centres undefined)
-6.1,CC1(Oc2cccc(F)c2)CCN(Cc2ccc(-c3ccccc3)o2)C1 (centres undefined)
-4.3,Cc1ccc2ccccc2c1C(O)c1ncc(-c2ccccc2F)[nH]1 (centres undefined)
0.3,O=C(Nc1cc(C(F)(F)F)cc(C(F)(F)F)c1)[C@H]1O[C@@H](n2ccc(=O)[nH]c2=O)[C@H](O)[C@@H]1O
-5.9,CC(C)(C)OC(=O)N1CCc2onc(-c3ccc(-n4cc(C5=CCCCC5)nn4)cc3)c2C1=O
-9.3,COC(=O)C1=C(C)N(Cc2ccc(Cl)cc2)C(=S)NC1c1ccc(OC)cc1 (centres undefined)
-6.0,CC1(Cc2ccccc2F)C(=O)Nc2c(Cl)ccc(Cl)c21 (centres undefined)
-4.5,COc1cccc(CNC(=O)[C@@H]2CCCN2C(=O)OC(C)(C)C)c1
-8.0,CC(N)c1csc(NC(=O)c2cc(C(C)(C)C)nn2Cc2ccccc2)n1 (centres undefined)
-6.6,CCOC(=O)[C@]12CCCC=C1N(Cc1ccccc1)C(=O)[C@H](CC(=O)NCc1ccc(OC)c(OC)c1)C2
-4.6,CC(=O)N1CCCC(C)(C(=O)Nc2ccc3nc(C)ccc3c2)C1 (centres undefined)
-8.5,Cc1ccccc1[C@H](NC1c2ccccc2C=Cc2ccccc21)P(=O)(c1ccccc1)c1ccccc1
-2.9,O=C(NCc1ccc(F)cc1F)[C@@H]1CCCN1C(=O)[C@@H]1CCCN1C(=O)c1ccccc1
-3.6,CN(C(=O)c1cccc(NC(=O)Cc2ccc(NC(=O)C3CCN(C(=O)CCc4ccccc4)CC3)cc2)c1)C1CCCC1
-3.2,CN1CCN(C2CN(CCc3ccccc3)S(=O)(=O)C2)CC1 (centres undefined)
-8.3,COc1cc(C)ccc1S(=O)(=O)NC(=O)C1(C)CCN1C(=O)C1(c2ccc(Cl)cc2)CCC1 (centres undefined)
-5.1,CCOC(=O)C1(C)CCN1C(=O)c1ccccc1OC (centres undefined)
-1.2,COc1cccc(NC(=O)C2(C)CCN2Cc2cccc(OC)c2F)c1 (centres undefined)
-2.6,O=c1c2c3c(sc2n(CCN2CCOCC2)c(=O)n1C1CCCCC1)CCCCC3
1.8,CCOC(=O)C1(C)CCN1C(=O)c1cccc(OC(F)(F)F)c1 (centres undefined)
-0.4,O=C(c1ccncc1)N(c1ccc(N2CCOCC2)cc1)C(c1ccccc1)c1nc2ccccc2[nH]1 (centres undefined)
-7.9,COc1cc(OC)nc(Nc2nc(C(C)N)cs2)n1 (centres undefined)
-6.8,Cn1c(=O)c2cc(NC(=S)NC3CCCCC3)ccc2n1Cc1ccc(F)cc1
-2.7,O=C(C[C@H]1C=C[C@@H](NC(=O)c2ccncc2)[C@@H](CO)O1)NCC1CC1
-4.8,COc1ccc(CC(N)c2csc(NC(=O)NCCc3ccccc3)n2)cc1 (centres undefined)
-8.0,O=C(c1cccnc1)N(Cc1ccccc1)C(c1ccccc1)c1nc2ccccc2[nH]1 (centres undefined)
-5.3,O=C1NC[C@H](Cc2ccc(O)cc2)N(CCc2cccc(F)c2)C1=O
-8.1,COc1cc2oc(=O)cc(CN(Cc3ccccc3)Cc3ccccc3)c2cc1Cl
-2.6,CCOC(=O)C1=C(c2ccccc2)N=c2sc(=Cc3cc(OC)c(OC)c(OC)c3)c(=O)n2C1c1cccs1 (centres undefined)
3.5,CC1(C(=O)O)CCCN1C(=O)c1cccc(C(F)(F)F)c1 (centres undefined)
-6.7,Cc1ccc(C)c(C(O)c2ncc(-c3ccc4ccccc4c3)[nH]2)c1 (centres undefined)

Arranged by value in GalR3 antag (ascending): some entries from above.
Structure	GalR3 antag
Cc1ccc(C)c(C(O)c2ncc(-c3ccc4ccccc4c3)[nH]2)c1 (centres undefined)	-6.7
COc1ccc(CC(N)c2csc(NC(=O)NCCc3ccccc3)n2)cc1 (centres undefined)	-4.8
O=C(C[C@H]1C=C[C@@H](NC(=O)c2ccncc2)[C@@H](CO)O1)NCC1CC1	-2.7

(list continues)
GalR3 antag,Compound
-4.2,COc1ccc(Cc2c(-c3ccco3)nc3ccc(Cl)cn23)c(C)c1
-6.0,CCCCCCC(=O)NC1CCCCN(C)C1=O (centres undefined)
-1.0,O=C(Nc1ccc2c(c1)OCCO2)C(C1CC1)n1c(=O)c(-c2cc3ccccc3[nH]2)nc2ccccc21 (centres undefined)
-5.1,COCCNC(=O)C1(C)CCCN(C(=O)c2cccc(OC(F)(F)F)c2)C1 (centres undefined)
-3.2,COCCCNc1ccn2nc(-c3ccc(OCCN4CCOCC4)cc3)cc2n1
-5.2,O=C(Nc1cccc(Cl)c1)c1ccc2sc([C@@H]3O[C@H](CO)[C@H](O)[C@H](O)[C@H]3O)nc2c1
-5.9,O=C(N[C@H](CO)Cc1ccccc1)[C@H]1O[C@@H](n2ccc(=O)[nH]c2=O)[C@H](O)[C@@H]1O
1.2,Cc1cccc(C)c1Cn1c(C)c(C(=O)NCc2ccccc2C(F)(F)F)sc1=O

Screens (PubChem)
